HKDC1 inhibitor: inhibitors of human hexokinase HKDC1; Q2TB90; recombinant HKDC1, G6PDH/diaphorase resazurin coupled fluorescence; inhibition, % at 20 µM; 0.16% of 340,000 active; AID 493160;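 active means inhibition above about 35% when tested at 20 µM, limit read from the data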;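 further: plate controls were DMSO wells with enzyme for no effect and DMSO wells lacking enzyme for full effect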
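Test system: recombinant HKDC1 (HK5) hexokinase enzyme, produced in-house; Amount: enzyme 5 µg/mL final; Buffer or medium: Tris pH 8.0 buffer with MgCl2, Tween-20, BSA, BME; Reagent: glucose and ATP substrates; Doses: 20 µM test compound, 1% DMSO; Incubation: 90 min reaction incubation at room temperature, dark; Detection: resorufin fluorescence at 613 nm.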
697 NFkB inh: lowers PMA/ionomycin-induced NF-kB signal in 697 B cells; AID 435022; 697 B-cell NF-kB luciferase reporter, 16 h; 0.33% of 330,000 active; inhibition, % at 4 µM; in the data active means inhibition above about 35%
Gli-Sufu antag: antagonists of Gli-Sufu signaling; Sufu-KO-LIGHT fibroblasts, Gli luciferase reporter luminescence; inhibition, % at 5 µM; 0.74% of 340,000 active;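 active means inhibition above about 55%, limit read from the data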;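 further: 0% = DMSO-treated cells and 100% = wells with medium but no cells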
UBC13 inh: human UBC13 polyubiquitination inhibition | P61088 | UBC13 polyubiquitin chain formation, TR-FRET | inhibition, % at 20 µM | 0.47% of 330,000 active | AID 485273; in the data active means inhibition above about 45%, passing the limit was not always enough
Target sequence (P61088 whole entry, looked up): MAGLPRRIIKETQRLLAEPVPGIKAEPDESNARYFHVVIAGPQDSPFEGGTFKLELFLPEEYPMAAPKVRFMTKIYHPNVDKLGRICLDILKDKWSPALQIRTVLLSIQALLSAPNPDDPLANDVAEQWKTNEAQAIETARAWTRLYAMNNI
SENP8 block: inhibitors of human SENP8 protease | Q96LD8 | purified SENP8, Z-RLRGG-aminoluciferin cleavage, luminescence | inhibition, % at 10 µM | 1.2% of 330,000 active | AID 2540
Target sequence (Q96LD8 whole entry, looked up): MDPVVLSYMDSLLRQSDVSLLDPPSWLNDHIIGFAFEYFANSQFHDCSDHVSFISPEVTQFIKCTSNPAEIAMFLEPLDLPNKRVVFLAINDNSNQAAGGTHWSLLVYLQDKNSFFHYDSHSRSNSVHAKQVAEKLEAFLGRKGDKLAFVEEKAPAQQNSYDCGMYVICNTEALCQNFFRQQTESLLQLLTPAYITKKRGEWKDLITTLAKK
Apaf1 inhib: inhibitors of human Apaf-1 apoptosome | inhibition, % at 20 µM | reconstituted apoptosome caspase-3 activity, DEVD-Rh110 fluorescence | O14727 | 0.71% of 330,000 active | AID 489030; active means inhibition of at least 40% at 20 µM;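 further: plate controls were DMSO wells for no effect and DEVD-CHO caspase inhibitor wells for full effect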
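Material: cell-free apoptosome with Apaf-1, procaspase-3 and caspase-9; Buffer or medium: Hepes pH 7.5 with detergent and BSA; Reagent: cytochrome c trigger plus (Z-DEVD)2-Rh110 caspase-3 substrate; Times: compound with Apaf-1, dATP, procaspase-3 30 min, then 50 min reaction, room temperature; Technique: Rh110 fluorescence intensity.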
SENP7 inh: blocks the human protease SENP7; Q9BQF6; recombinant SENP7, Z-RLRGG-aminoluciferin luminescence, 40 min; inhibition, % at 5 µM; 1.5% of 330,000 active; AID 434973;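 active means inhibition above about 50% at the single test dose, limit read from the data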;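 further: plate controls were DMSO with enzyme for no effect and no enzyme buffer wells for full effect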
Target sequence (Q9BQF6 706-1050 limits assumed): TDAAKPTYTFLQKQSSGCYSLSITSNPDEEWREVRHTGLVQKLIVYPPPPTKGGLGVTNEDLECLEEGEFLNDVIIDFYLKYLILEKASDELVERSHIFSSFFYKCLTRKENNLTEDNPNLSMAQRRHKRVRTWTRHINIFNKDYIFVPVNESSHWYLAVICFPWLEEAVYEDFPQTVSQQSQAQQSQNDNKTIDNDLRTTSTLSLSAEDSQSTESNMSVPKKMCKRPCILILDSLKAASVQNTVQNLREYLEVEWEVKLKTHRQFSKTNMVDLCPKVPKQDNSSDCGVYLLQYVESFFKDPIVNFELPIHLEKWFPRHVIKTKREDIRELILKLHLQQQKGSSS
Jurkat NFkB inh: lowers PMA/ionomycin-induced NF-kB signal in Jurkat cells; PMA/ionomycin-induced NF-kB luciferase reporter, luminescence; inhibition, % at 4 µM; 0.53% of 330,000 active
* = called active by the depositor; . = no result given. Unless noted, no stated cut-off is given here; in the data, active means inhibition above about 50%; inactive means the rest.

SMILES	HKDC1 inhibitor	697 NFkB inh	Gli-Sufu antag	UBC13 inh	SENP8 block	Apaf1 inhib	SENP7 inh	Jurkat NFkB inh
COc1ccc(NC(=O)c2ccc(N3CCOCC3)nc2)cc1	0.3	1.8	-16.5	9.9	-2.5	-15.7	-4.9	6.2
COc1ccc(CN2CC(C(=O)NCCc3ccc(Cl)cc3)CC2=O)cc1 (configuration not stated)	-3.2	3.8	-1.8	-4.3	-1.0	13.3	2.2	17.4
CC(C)(C)NC(=O)c1cccc(NC(=O)c2cccc(O)c2)c1	-3.0	-10.1	-11.8	-8.0	13.5	-9.1	-0.5	-16.7
O=C(C[n+]1ccccc1)Nc1ccccc1C(=O)O	-16.8	6.2	-0.7	3.4	0.2	-10.9	6.6	9.1
CCCC(C)NC(=O)C1CCN(S(=O)(=O)c2ccccc2)CC1 (configuration not stated)	-15.1	1.4	-0.2	4.8	-2.9	-19.5	-6.9	-1.4
Cc1sc(NC(=S)NC(=O)C2CCCCC2)c(C(N)=O)c1C	-9.0	-80.7	-8.5	3.5	-8.1	-0.4	8.4	-14.8
O=C(CC1C(=O)OCC2CCCCN21)Nc1ccccc1C(F)(F)F (configuration not stated)	9.5	9.6	-12.0	-3.7	9.9	-11.4	10.6	2.4
COc1ccc(CCN2CC(C(=O)N(C)Cc3cccnc3)CC2=O)cc1OC (configuration not stated)	3.8	8.4	-4.9	0.4	-9.3	-6.1	5.7	7.1
O=C(Nc1ccccc1)Nc1c(F)cccc1F	-6.1	-7.9	-10.5	-0.8	-8.3	1.7	-4.6	-18.7
COc1cccc(/C=N/NC(=O)c2ccc3nc[nH]c3c2)c1O	-14.3	29.9	-2.0	-1.7	0.2	-14.7	0.4	-2.1
C[C@@H]1CN([C@@H](C)CO)C(=O)c2cccc(NS(C)(=O)=O)c2O[C@H]1CN(C)C(=O)Nc1ccc(F)cc1	-4.5	2.5	-2.5	13.1	10.3	-16.4	-1.2	1.6
O=C1C(=O)N(c2ccccn2)C(c2ccc(Br)cc2)/C1=C(/O)c1ccc(Br)cc1 (configuration not stated)	6.1	14.8	1.0	-15.5	13.5	-2.6	4.5	-42.7
O=C(Nc1cccc(OCC(=O)N2CCOCC2)c1)C1CCCCC1	-8.1	-7.0	-11.2	4.5	6.6	-15.6	0.8	7.6
CN1CCCC(OC(=O)c2cccc(Cl)c2)C1 (configuration not stated)	-1.2	-3.1	4.2	-0.5	1.2	-18.6	4.3	-12.9
COC(=O)COc1ccc2c(=O)c(Oc3ccccc3Br)coc2c1	4.7	2.7	-2.0	1.7	-11.3	3.6	1.8	17.5
NS(=O)(=O)c1cccc(NC(=O)CSc2nc3nc(-c4cccs4)cc(C(F)(F)F)c3c(=O)[nH]2)c1	2.2	23.2	1.4	-10.0	4.7	0.4	15.1	-5.3
Cc1ccc(S(=O)(=O)N(Cc2ccccc2)C(C)C)cc1	0.5	-5.6	19.5	-3.2	-3.7	13.5	12.6	0.5
CN(C)c1ccc(/C=N/NC(=O)CCc2c[nH]c3ccccc23)cc1	-10.6	2.3	-3.5	7.3	-2.4	10.5	-1.3	2.2
CN(C(=O)CSc1nc2c(cnn2-c2ccccc2)c(=O)[nH]1)C1CCS(=O)(=O)C1 (configuration not stated)	.	1.5	.	-9.9	-2.2	-12.8	4.6	3.7
C=CCN(c1ccccc1)S(=O)(=O)c1ccc2[nH]cc(C(=O)NCCOC)c(=O)c2c1	2.9	11.3	-4.7	5.9	1.5	5.9	3.0	9.1
O=C(CN1C(=O)NC(Cc2c[nH]c3ccccc23)C1=O)NCCc1ccc(F)cc1 (configuration not stated)	-2.5	7.0	-4.4	-0.4	4.0	2.3	-10.1	-3.2
Cc1ccccc1C(=O)N1CCC(C(=O)N2CCN(c3ncccn3)CC2)CC1	1.2	20.0	-6.0	1.5	2.2	-0.4	-1.2	0.6
OCCC#Cc1ccc(CN2CCN(Cc3ccsc3)C(CCO)C2)cc1 (configuration not stated)	-6.7	16.8	12.5	4.8	-5.3	1.6	-1.2	15.3
CCc1nnc(NC(=O)c2nn(-c3ccccc3)nc2C)s1	-0.7	-3.4	2.3	-11.8	-7.9	-1.9	11.3	-9.9
CN(c1ccccc1)S(=O)(=O)c1cccc(Cl)c1Cl	-0.2	20.7	3.4	6.5	8.9	-13.2	6.9	-9.6

Rewritten with each value named: entries from further up.
O=C(C[n+]1ccccc1)Nc1ccccc1C(=O)O
- HKDC1 inhibitor: -16.8
- 697 NFkB inh: 6.2
- Gli-Sufu antag: -0.7
- UBC13 inh: 3.4
- SENP8 block: 0.2
- Apaf1 inhib: -10.9
- SENP7 inh: 6.6
- Jurkat NFkB inh: 9.1

COc1ccc(CN2CC(C(=O)NCCc3ccc(Cl)cc3)CC2=O)cc1 (configuration not stated)
- HKDC1 inhibitor: -3.2
- 697 NFkB inh: 3.8
- Gli-Sufu antag: -1.8
- UBC13 inh: -4.3
- SENP8 block: -1.0
- Apaf1 inhib: 13.3
- SENP7 inh: 2.2
- Jurkat NFkB inh: 17.4

CN(c1ccccc1)S(=O)(=O)c1cccc(Cl)c1Cl
- HKDC1 inhibitor: -0.2
- 697 NFkB inh: 20.7
- Gli-Sufu antag: 3.4
- UBC13 inh: 6.5
- SENP8 block: 8.9
- Apaf1 inhib: -13.2
- SENP7 inh: 6.9
- Jurkat NFkB inh: -9.6

Cc1ccccc1C(=O)N1CCC(C(=O)N2CCN(c3ncccn3)CC2)CC1
- HKDC1 inhibitor: 1.2
- 697 NFkB inh: 20.0
- Gli-Sufu antag: -6.0
- UBC13 inh: 1.5
- SENP8 block: 2.2
- Apaf1 inhib: -0.4
- SENP7 inh: -1.2
- Jurkat NFkB inh: 0.6

Carrying on:
SMILES	HKDC1 inhibitor	697 NFkB inh	Gli-Sufu antag	UBC13 inh	SENP8 block	Apaf1 inhib	SENP7 inh	Jurkat NFkB inh
Nc1nc2nc(SCC(=O)N3CCCc4ccccc43)[nH]c2c(=O)[nH]1	.	10.2	.	9.2	0.7	-4.6	1.1	6.0
Clc1ccc2c(c1)Nc1ccccc1CC2	0.6	-4.5	-12.7	9.1	6.0	-2.6	3.3	4.8
COC(=O)c1ccc(OC(=O)c2ccncc2)cc1O	2.2	10.6	1.2	23.5	0.2	-3.7	-5.7	1.5
O=C(OCc1nc2ccc(Cl)cc2n1CCO)c1ccccc1	0.4	6.3	-4.7	5.6	-3.5	-2.8	5.5	7.5
C[C@@H]1CCCCCCCCC(=O)OCCN(C(=O)OC(C)(C)C)[C@H](C)CCCCCCCCC(=O)OCCN1C(=O)OC(C)(C)C	-6.2	11.6	-16.0	-10.6	-1.1	4.3	7.6	10.5
C=CCn1c(CSc2ccccc2[N+](=O)[O-])n[nH]c1=S	19.7	-13.4	-12.8	7.2	2.8	14.2	-3.7	-0.8
O=c1c2ccccc2nc(/C=C/c2ccc([N+](=O)[O-])o2)n1CCCO	12.8	-2.9	71.2*	-5.6	-4.8	1.5	4.5	9.5
COc1ccc(NC(=O)C2CCCN(S(=O)(=O)c3ccc4c(c3)CCCN4C(C)=O)C2)cc1 (configuration not stated)	-3.0	-14.6	-2.1	-6.5	-12.1	11.6	-11.5	-4.4
COC(CNC(=O)C(C)n1nc(C)c2ccccc21)OC (configuration not stated)	-10.2	-3.8	-0.9	4.4	-3.9	0.4	-1.8	-6.2
CCOC(=O)c1c(NC(=O)CSC(=S)N2CCOCC2)sc(C)c1C	-13.4	3.0	10.8	-7.0	5.2	2.2	0.7	1.4
S=c1[nH]nc(-c2cccnc2)n1/N=C/C(Cl)=C\c1ccccc1	-4.2	-165.5	-24.0	-22.1	-5.9	6.6	-1.1	-23.7
COc1ccccc1NC(=S)N1CCC(NC(=O)C23CC4CC(CC(C4)C2)C3)CC1	8.2	3.8	14.3	13.1	-0.3	9.5	8.7	4.8
CCOC(=O)/C=c1\s/c(=C\c2ccc(-c3ccccc3)cc2)c(=O)n1CC(=O)NCc1ccc2c(c1)OCO2	-0.9	-7.1	-6.4	-24.1	7.1	16.3	3.9	6.6
CN(c1ccccc1C(=O)N1CCc2ccccc2C1)S(C)(=O)=O	-3.9	7.7	10.4	5.5	6.3	-3.3	6.7	11.0
Cc1ccc(Sc2ccc(NC(=O)CCN3C(=O)NC4(CCCC4)C3=O)cc2)c(C)c1	1.3	-17.4	-4.1	1.7	-0.8	24.9	7.2	-0.7
Cc1cccc(Nc2ccccc2C(=O)OCC(=O)N2CCOCC2)c1C	4.5	-12.5	2.3	-2.0	-5.4	19.3	-10.7	-22.4
O=C(NNC(=O)C12CC3CC(CC(C3)C1)C2)c1ccccc1F	-4.6	27.6	9.6	-4.5	-11.7	9.8	-12.4	-9.5
CCOC(=O)c1sc2ncnc(Nc3cccc(C(=O)O)c3)c2c1C	0.7	8.5	2.0	0.3	1.7	-9.6	-1.4	2.6
O=C(Cc1ccccc1)Nc1ccc(N2CCCC2)cc1	6.0	2.8	3.9	7.0	-8.5	30.8	15.7	-18.8
Cc1csc(Sc2ccc(C(=O)OCC(=O)Nc3ccc(OC(F)(F)F)cc3)cc2[N+](=O)[O-])n1	-10.1	-12.2	6.3	3.8	0.0	9.9	3.0	-13.3
CC(C)c1ccc(NC(=O)C2CCN(S(=O)(=O)c3ccc4c(c3)C(C)(C)C(=O)N4C)CC2)cc1	0.8	-10.8	11.0	7.7	6.2	14.9	1.9	13.8
c1ccc(CN2CCC(Nc3nc(-c4ccccc4)nc4ccccc34)CC2)cc1	10.4	2.2	2.4	35.5	-0.8	30.3	0.9	-1.1
Cc1cc(C)c(NC(=O)CN2C(=O)NC(CCc3ccccc3)C2=O)c(C)c1 (configuration not stated)	17.3	25.3	2.1	-1.3	-1.1	6.5	7.8	19.8
CN(C)c1ccc(CNc2ccc3c(c2)ncn3C(C)(C)C)cc1	1.1	-5.9	7.4	-0.3	1.3	3.9	-6.1	-1.7
CCOP(=O)(c1ccc(N(C)C)cc1)C(O)c1cccnc1 (configuration not stated)	-4.9	-9.0	-3.2	-7.2	2.1	1.6	-5.9	-20.0

Next part:
SMILES	HKDC1 inhibitor	697 NFkB inh	Gli-Sufu antag	UBC13 inh	SENP8 block	Apaf1 inhib	SENP7 inh	Jurkat NFkB inh
CCCCCNC(=O)C1CC(=O)OC12CCCCC2 (configuration not stated)	1.7	15.6	0.9	-3.7	-2.9	-3.6	3.9	10.0
CN(CC(=O)Nc1ccc(Cl)c(C(F)(F)F)c1)C(=O)CC1Sc2ccccc2NC1=O (configuration not stated)	-2.4	4.6	6.6	17.1	4.2	50.9*	1.2	5.7
O=C(Nc1ncccc1Cl)C(Sc1ccccc1)c1ccccc1 (configuration not stated)	-18.9	-19.2	2.6	8.7	0.0	7.0	-6.0	-18.8
CCOc1ccc(/C(CCC(=O)O)=N/NC(=O)c2cccc(S(=O)(=O)Nc3ccccc3OC)c2)cc1	2.3	12.4	-23.9	-7.9	-3.9	8.7	3.1	-1.4
CC(/C=C/c1ccco1)=N/NC(=O)OC(C)(C)C	13.0	-15.3	-11.8	-3.8	0.1	5.7	4.2	-22.5
O=C(Nc1nnc(C2CC2)s1)c1ccccn1	-3.4	-68.6	-30.6	-10.3	20.9	-21.6	57.4*	-57.9
COc1ccc(Cl)cc1C(=O)N/N=C/c1ccc(N2CCOCC2)cc1	-11.1	12.8	0.4	6.6	2.8	6.0	6.2	11.1
CC(=O)Nc1c(C(=O)O)[nH]c2ccccc12	-4.3	9.3	-14.8	9.7	-1.8	-3.7	-8.8	-11.3
C=C(C)Cn1cnc2cc(C)c(C)cc21	-6.7	9.3	-19.3	2.6	-3.2	-3.5	2.8	-0.3
Cc1cccc(NC(=O)C2CCCN2C(=O)NC2CCCCC2)c1 (configuration not stated)	-9.5	2.7	-3.1	2.1	0.5	-1.2	7.9	5.6
O=C(COc1ccc([N+](=O)[O-])cc1)NCc1ccccc1	2.1	-1.7	-17.5	2.7	-3.0	0.6	5.1	1.4
